Screens: PubChem BioAssay, several laboratories
EBNA-1 inh – blocks EBNA-1 binding to DNA | EBNA-1 DNA binding, fluorescence polarization | inhibition, % at 14.8 µM | actives 0.34% (n = 300,000); in the data active = inhibition above about 28%
MEP2-GFP yeast – alters MEP2-GFP fluorescence in TOR pathway yeast screen; actives 0.51% (n = 330,000); GFP response vs DMSO, % at 10 µM; S. cerevisiae MEP2-GFP strain, flow cytometry GFP, 3 h; 100% = DMSO control level;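 active = GFP response versus DMSO above a set limit, roughly screen mean plus 3 SD, cut at about 180% in these data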;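 note: median GFP fluorescence of the barcode-gated MEP2-GFP cells per well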
LAP4 TOR yeast – alters LAP4-GFP fluorescence in TOR pathway yeast screen | S. cerevisiae LAP4-GFP multiplex, flow cytometry GFP, 3 h; median GFP as percent of DMSO wells | GFP response vs DMSO, % at 10 µM | actives 0.34% (n = 320,000) | AID 2023;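 active = GFP response vs DMSO above a set limit, about the screen mean plus 3 SD, cut at about 150% in these data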
ZTA DNA inh – ZTA (EBV) inhibition in EBNA-1 counter-screen; ZTA-DNA binding, fluorescence polarization; inhibition, % at 11 µM; actives 0.15% (n = 320,000); in the data active = inhibition above about 33%
procasp3 activ – activates human procaspase-3; P42574; actives 0.11% (n = 330,000); AID 463141; activation, % at 8.5 µM; recombinant procaspase-3 D3A, Ac-DEVD-pNA absorbance 405 nm;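 active = activation above the mean of all tested compounds plus 3 SD, cut at about 21% in these data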;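 note: 0% = DMSO alone and 100% = DMSO wells spiked with extra 5 µM PC-3 D3A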
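Assay system – Procaspase-3 D3A mutant, all three cleavage aspartates alanine · Controls – DMSO-only low control, 5 µM PC-3 D3A high control · Schedule – 1 h compound preincubation, 2 h substrate hydrolysis at 25 °C · Signal – 405 nm absorbance of p-nitroaniline, reads at 0 and 120 min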
procasp7 counter – activates human procaspase-7, counter-screen for procaspase-3 activators. P55210. recombinant procaspase-7, Ac-DEVD-pNA absorbance 405 nm; D23A/D198A/D206A triple mutant, cannot self-cleave; scale: DMSO 0, 5 µM enzyme 100. activation, % at 8.5 µM. actives 0.093% (n = 330,000);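 active = percent activation above the screen-wide mean plus 3 SD, cut at about 25% in these data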
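Assay system – Uncleavable procaspase-7 mutant enzyme · Quantity – 2 µM procaspase-7 mutant as dispensed · Times – 1 h preincubation, 2 h reaction · Dosing – single nominal 8.5 µM compound dose, 0.8% DMSO final · Buffer or medium – Zinc-free 50 mM HEPES buffer, pH 7.4, with NaCl and Triton X-100 · Detection – Epi-absorbance of released pNA at 405 nm, two timepoints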
RPL19A-GFP yeast – alters RPL19A-GFP fluorescence in TOR pathway yeast screen; S. cerevisiae RPL19A-GFP strain, flow cytometry, 3 h; stronger effect = lower value; percent response vs DMSO, % at 10 µM; actives 0.3% (n = 330,000); AID 2025;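 active = percent response vs DMSO below 50%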;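 note: median channel GFP fluorescence of the barcoded RPL19A-GFP strain; ratio of sample median GFP to plate DMSO average so 100% = DMSO; lower means less RPL19A-GFP as with rapamycin TOR inhibition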
AHR act – human AHR activation. AHR-responsive luciferase reporter cells, luminescence. activation, % at 5 µM. actives 2.5% (n = 320,000); in the data active = activation above about 47%;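 note: 0% = vehicle wells and 100% = reference agonist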
* marks the source's active call; other numbers are inactive results; . = not tested or not shown.

SMILES	EBNA-1 inh	MEP2-GFP yeast	LAP4 TOR yeast	ZTA DNA inh	procasp3 activ	procasp7 counter	RPL19A-GFP yeast	AHR act
COc1ccc(S(=O)(=O)NC(C)C(=O)Nc2ccccc2F)cc1 (stereo unspecified)	-9	97	104	6	-5	-3	103	1
CS(=O)(=O)N(CC(=O)N1CCN(c2ccc(F)cc2)CC1)c1ccc(F)c(Cl)c1	6	103	104	-6	-2	2	110	0
CCOC(=O)CC1COCCN1Cc1cn[nH]c1-c1cc(OC)c(OC)c(OC)c1 (stereo unspecified)	1	91	94	3	-7	2	96	2
CCOc1ccc2oc(C(=O)OCC(=O)N3CCCC(C)C3)c(C)c2c1 (stereo unspecified)	.	98	89	4	1	5	87	3
Cn1cc(C(=O)NCC2COc3ccccc3O2)c(=O)c2cc(S(=O)(=O)N3CCCCC3)ccc21 (stereo unspecified)	-19	102	98	1	4	-6	97	-5
CC1CC(C)CN(CCOc2ccc(Cl)cc2Cl)C1 (stereo unspecified)	3	103	99	-5	1	2	99	1
COc1ccc(-c2n[nH]c(=S)n2Cc2ccco2)cc1	7	102	100	14	-10	-16	103	1
O=C(/C=N/O)NCc1ccncc1	5	94	96	14	6	-3	93	-1
O=C(NNc1c2ccccc2nc2ccccc12)c1ccc(O)cc1	-6	103	98	3	-9	-4	105	20
CC(=O)Nc1ccc(NC(=O)/C=C/c2ccccc2)cc1	2	97	95	7	5	12	104	3
c1ccc(-c2ccccc2OCCn2cncn2)cc1	9	99	95	-8	1	-6	97	8
O=C(Nc1cc(F)ccc1F)C1CCCN(c2ncnc3c2nc2n3CCCCC2)C1 (stereo unspecified)	-3	115	105	-4	4	11	104	7
Cc1cc([N+](=O)[O-])ccc1NC(=O)C(C)N1CCN(c2ccccn2)CC1 (stereo unspecified)	-6	102	96	3	4	-9	103	12
Nc1nc(NC(=O)/C=C/c2ccccc2)nn1-c1ccccc1	-25	104	95	-6	-7	0	103	40
COC(=O)C1=C(C)N(Cc2ccccc2)C(=S)N[C@H]1c1cccc(F)c1	-4	89	109	-5	0	1	89	5
Cc1c(Cc2ccccc2)c(=O)oc2cc(O)ccc12	10	114	105	-10	25*	27*	105	1
COc1ccc(/C=C/C(=O)Nc2cccnc2Cl)cc1	-3	100	106	-6	-11	-6	97	0
CCCCCCCCC/C(=N\O)c1ccccn1	-11	104	228*	5	-4	11	84	1
COc1ccc(CCNC(=O)Cn2c(-c3nonc3N)nc3ccccc32)cc1OC	11	91	87	12	6	7	89	2
O=S(=O)(NCC1CCCO1)c1ccc(S(=O)(=O)N(Cc2ccc(F)cc2)C2CCCCC2)cc1 (stereo unspecified)	-7	103	106	-5	8	-11	97	-2
Cc1ccnc(NC(=O)CCC(=O)N(CC(=O)NC2CCCCC2)CC2CCCO2)c1 (stereo unspecified)	-8	93	85	11	2	-10	89	-1
NNC(=O)c1nn(-c2ccc(Cl)cc2)cc1O	0	106	102	6	11	4	98	8
COc1ccc(NC(=O)C2CCC(C(C)(C)C)CC2)cc1S(=O)(=O)N1CCOCC1 (stereo unspecified)	.	100	103	3	-13	1	96	4
O=c1oc2c3c4c(cc2c(C(F)(F)F)c1CCN1CCOCC1)CCCN4CCC3	-11	112	110	11	-4	-3	106	3
CC1CC(C)CN(C(=O)COC(=O)c2ccc3ccccc3n2)C1 (stereo unspecified)	.	98	100	-11	4	-14	98	7
C=C(C)CN(CC)C(=O)CN1C(=O)NC2(CCc3ccccc32)C1=O (stereo unspecified)	-4	95	96	-8	5	5	101	1
Cc1cccc(NC(=O)[C@H](C)NC(=O)[C@@H]2Cc3ccccc3CN2C(=O)OC(C)(C)C)c1	3	86	93	-8	-2	17	91	10
COc1ccc(CNC(=O)C(C)OC(=O)CN2C(=O)COc3ccccc32)cc1 (stereo unspecified)	-8	102	91	1	3	-2	102	-3
CCN(CC)C(=O)n1c(Cc2ccccc2)nc2ccccc21	0	104	98	6	-1	5	98	-1
CCCCNc1nc2ccccc2nc1NS(=O)(=O)c1cccs1	-3	115	107	-12	11	-2	109	7
Cc1ccc(S(=O)(=O)Nc2ccc(-c3csc(-c4ccccc4)n3)cc2)cc1	3	104	99	-6	-8	3	102	4
COc1ccc(CN2CCN(S(=O)(=O)c3ccc(NC(C)=O)cc3)CC2)cc1	8	99	111	4	-1	2	99	0
Cc1nc2ccccc2cc1C(=O)NCc1ccccc1	0	102	99	0	2	-4	99	-3
C[C@H](NC(=O)c1ccccc1)C(=O)OCC(=O)Nc1ccc2c(c1)OCO2	.	93	101	0	3	-7	99	1
CC(=O)N1CCSc2ccc(S(=O)(=O)Nc3ccccc3C)cc21	-6	93	95	-6	0	1	86	2
COC(=O)C1CSC(C(=O)OC)N1C(=O)CN1CC(C)OC(C)C1 (stereo unspecified)	15	96	95	-16	2	-5	94	-1
COc1ccc(CN2C(=O)C(C)Nc3ncnc(N4CCN(c5ccccc5)CC4)c32)cc1 (stereo unspecified)	.	95	98	.	3	-5	95	2
Cc1cc(C(=O)NC2CC(C)(C)Cc3c2cnn3-c2ccc(F)cc2)nn1C (stereo unspecified)	0	100	91	6	4	-1	101	-2
COC(=O)c1c(C)nc(C)c(C(=O)OC)c1-c1cccs1	-1	95	110	4	-7	11	98	0
Oc1nc(Nc2ccc(Cl)cc2Cl)sc1/C=C1\C=Nc2ccccc21	2	94	114	-23	-2	13	95	24
N#Cc1ccc(/C=C/C(=O)c2ccccc2)cc1	11	97	134	14	-3	6	100	-1
COc1ccc(C(=O)NNC(=O)C(=O)Nc2ccc(C)c(Cl)c2)cc1	-2	103	94	-15	6	3	104	-1
CC(OC(=O)CCN=C1NS(=O)(=O)c2ccccc21)C(=O)N(C)c1ccccc1 (stereo unspecified)	5	99	103	17	16	4	99	1
Cc1cccc2c(CC(=O)O)noc12	6	101	95	-8	-6	-2	97	2
O=C(c1ccccc1NS(=O)(=O)c1cccc(C(F)(F)F)c1)N1CCc2ccccc21	2	98	108	-2	4	4	103	0
Cc1c(NC(=O)COC(=O)/C=C/c2ccc(Cl)cc2)c(=O)n(-c2ccccc2)n1C	-2	91	88	8	5	3	101	1
Cc1ccsc1CNC1C2CC3CC(C2)CC1C3 (stereo unspecified)	0	97	90	13	7	9	100	-1
CC(=O)Nc1ccc(S(=O)(=O)N2CCC(C(=O)NC3CCCC3)CC2)cc1	-1	87	94	3	2	6	96	-1
C=CCn1c(=N)n(CC(=O)OC)c2ccccc21	4	101	101	4	18	-2	104	4
O=S(=O)(c1ccccc1)c1nc(NCc2cccnc2)sc1Cl	0	108	100	-10	-3	8	110	10

An excerpt from above in order of length of the SMILES, smallest number first:
SMILES	EBNA-1 inh	MEP2-GFP yeast	LAP4 TOR yeast	ZTA DNA inh	procasp3 activ	procasp7 counter	RPL19A-GFP yeast	AHR act
NNC(=O)c1nn(-c2ccc(Cl)cc2)cc1O	0	106	102	6	11	4	98	8
Cc1c(Cc2ccccc2)c(=O)oc2cc(O)ccc12	10	114	105	-10	25*	27*	105	1
CC(=O)Nc1ccc(NC(=O)/C=C/c2ccccc2)cc1	2	97	95	7	5	12	104	3
CC(=O)Nc1ccc(S(=O)(=O)N2CCC(C(=O)NC3CCCC3)CC2)cc1	-1	87	94	3	2	6	96	-1
Cn1cc(C(=O)NCC2COc3ccccc3O2)c(=O)c2cc(S(=O)(=O)N3CCCCC3)ccc21 (stereo unspecified)	-19	102	98	1	4	-6	97	-5

Additional structures follow.
SMILES	EBNA-1 inh	MEP2-GFP yeast	LAP4 TOR yeast	ZTA DNA inh	procasp3 activ	procasp7 counter	RPL19A-GFP yeast	AHR act
O=C(NCC1CCCO1)c1cc2ccccc2[nH]1 (stereo unspecified)	0	89	86	-3	2	9	88	-1
COc1cc(NC(=O)c2ccc3c(c2)OCO3)ccc1NC(=O)c1ccco1	13	109	95	13	-2	-7	102	23
COc1cc(CNc2ccc(NC(C)=O)cc2)ccc1OCc1ccccc1C	-6	101	102	-19	-2	3	94	1
CC1=CC(c2ccccc2)n2nc(N3C(=O)CCC3=O)nc2N1 (stereo unspecified)	0	110	99	-12	-14	-6	98	2
COc1ccc(C(C)(C)C)cc1NC(=O)CCn1[nH]c(=O)ccc1=O	.	97	98	.	9	3	96	0
Cc1cc(C(=O)N/N=C/c2ccccc2Br)no1	-4	107	102	-6	-5	1	101	8
CC(=O)C(Cc1cccc(F)c1)(Cc1cccc(F)c1)C(C)=O	-3	82	96	-8	7	-2	92	2
C=CCNC(=O)CN1CCC(O)(c2ccc(F)cc2)CC1	7	97	96	-5	11	-7	96	1
Cn1c(CN2CCOCC2)nc2cc(NC(=O)COc3ccc([N+](=O)[O-])cc3)ccc21	9	99	110	2	-6	2	98	3
c1ccc(Nc2ccc(-n3ccnc3)nn2)cc1	-1	98	119	1	0	-8	99	43

Retrieved one by one from above (4):
SMILES	EBNA-1 inh	MEP2-GFP yeast	LAP4 TOR yeast	ZTA DNA inh	procasp3 activ	procasp7 counter	RPL19A-GFP yeast	AHR act
COc1cc(NC(=O)c2ccc3c(c2)OCO3)ccc1NC(=O)c1ccco1	13	109	95	13	-2	-7	102	23
CC(=O)C(Cc1cccc(F)c1)(Cc1cccc(F)c1)C(C)=O	-3	82	96	-8	7	-2	92	2
c1ccc(Nc2ccc(-n3ccnc3)nn2)cc1	-1	98	119	1	0	-8	99	43
COc1ccc(C(C)(C)C)cc1NC(=O)CCn1[nH]c(=O)ccc1=O	.	97	98	.	9	3	96	0

Following part:
SMILES	EBNA-1 inh	MEP2-GFP yeast	LAP4 TOR yeast	ZTA DNA inh	procasp3 activ	procasp7 counter	RPL19A-GFP yeast	AHR act
COc1cc(/C=N/NC(=O)NC23CC4CC(CC(C4)C2)C3)ccc1O	11	106	74	-3	8	3	102	1
COn1c(=O)c(-c2ccc(C)cc2)[n+]([O-])c2ccccc21	-16	103	92	-3	5	-2	104	31
CC1(C)c2[nH]c3ccccc3c2C[C@@H]2C(=O)N(c3cc(F)ccc3F)C(=O)N21	-6	.	.	-6	8	-4	.	3
CC(=O)Cn1nnc2sc(-c3ccccc3)cc2c1=O	-2	105	128	11	3	-2	98	16
COC(=O)CCCC1=CC2=CC(=O)C(C)(OC(=O)c3cccs3)C(=O)C2=CN1c1cccc(C#N)c1 (stereo unspecified)	-7	93	122	8	5	-21	100	3
COc1ccc(Cl)cc1S(=O)(=O)Nc1ncn[nH]1	-5	102	99	18	1	3	97	0
CC(C)Cn1c(Br)nc2c1c(=O)n(CCC#N)c(=O)n2C	3	93	98	8	-7	-2	98	1
Cc1cc(C(=O)CSc2nnc(-c3ccc(Cl)cc3)n2C)c(C)n1CC1CCCO1 (stereo unspecified)	0	102	96	-10	3	2	99	1
CC12CCC(C/C1=N/O)C2(C)CBr (stereo unspecified)	-7	94	106	3	-3	4	91	-1
Cc1ccc(-c2nc3nc4ccccc4nc3n2Cc2ccco2)cc1	-4	97	100	-2	1	6	99	33
CC1CCCC/C1=N\NC(=S)Nc1cccnc1 (stereo unspecified)	-2	100	100	10	-7	-6	100	113*
CCCn1c(N)c(C(=O)CSc2nnc3n2CCCCC3)c(=O)n(C)c1=O	.	101	102	10	7	-3	99	0
CC1(C)Oc2ccc3ccc(=O)oc3c2/C(=C/Nc2ccccc2)C1=O	-9	104	89	-12	8	12	94	3
Cc1nc2ccccc2n1CC(=O)N/N=C/c1cccs1	-2	102	97	4	-6	4	102	-1
CCc1ccc(NC(=S)/N=C(\N)Nc2nc(C)c3cc(CC)ccc3n2)cc1	10	101	108	7	9	1	96	-2
CCn1c(COc2cccc(C)c2)nc2ccccc21	-8	100	94	-4	6	11	93	-8
